Screening data (PubChem)
V1aR counter: counter-screen for oxytocin receptor agonists: human V1a receptor agonists; P37288; actives 0.25% (n = 320,000); CHO-V1R cells, Fluo-8 calcium fluorescence, agonist mode; 0% DMSO, 100% 3 nM vasopressin; activation, % at 3 µM;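 active = activation above the mean activation of all tested compounds plus 3 SD, per screening run, cut at about 20% in these data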;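 note: signal is peak over basal fluorescence ratio across a 100 second FLIPR read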
TAAR1 ag: human TAAR1 agonism. Q96RJ0. CHO RD-HGA16 TAAR1, Fluo-8 calcium fluorescence; vehicle wells 0%, saturating PEA agonist 100%. activation, % at 3 µM. actives 0.99% (n = 360,000);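 active = activation above the mean activation of all test compounds in the run plus 3 SD, cut at about 38% in these data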
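Repeats: no replicates (n 1) | Material: CHO-derived RD-HGA16 cells with stable Gα16 and human TAAR1 | Technique: Kinetic Fluo-8 calcium fluorescence | Schedule: 17-24 h seeding, 75 min 37 °C dye, 30 min RT | Evaluation: % activation from peak over basal fluorescence ratio, DMSO-to-PEA scaled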
M1 ag parental: M1 agonist counterscreen hit in parental CHO-K1 cells; activation, % at 3 µM; Fluo-8 calcium fluorescence; scaled to maximal ATP response, vehicle zero; actives 0.48% (n = 360,000); AID 602248; in the data active = activation above about 15%;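 note: untransfected CHO-K1 host cells lacking M1 receptor as counterscreen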
OXTR potentiate: potentiators of human oxytocin receptor. actives 0.061% (n = 320,000). CHO-OTR cells, Fluo-8 calcium fluorescence, potentiator mode; 0% = oxytocin EC15, 100% = EC100. P30559. activation, % at 3 µM;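 active = activation above that plate's cutoff, the mean activation of tested compounds plus 3 SD, cut at about 6.6% in these data, passing the limit was not always enough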;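 note: 100% uses oxytocin at 75 nM as the full agonist control; some results filed as inactive read as strong as hits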
Target sequence (P30559 whole entry, looked up): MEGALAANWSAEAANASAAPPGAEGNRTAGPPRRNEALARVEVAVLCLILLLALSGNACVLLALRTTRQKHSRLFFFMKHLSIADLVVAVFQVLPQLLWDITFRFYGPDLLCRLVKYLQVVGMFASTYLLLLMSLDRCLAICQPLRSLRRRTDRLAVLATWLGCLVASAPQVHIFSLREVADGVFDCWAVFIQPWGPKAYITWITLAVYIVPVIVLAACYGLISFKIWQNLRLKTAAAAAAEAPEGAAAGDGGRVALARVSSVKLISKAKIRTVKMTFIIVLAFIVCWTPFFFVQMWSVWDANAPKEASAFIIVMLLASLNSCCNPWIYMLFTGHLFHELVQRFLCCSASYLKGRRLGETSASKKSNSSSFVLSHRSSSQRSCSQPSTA
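Assay system: CHO-OTR cells, human receptor / Also added: oxytocin at about EC15, sub-maximal agonist stimulus / Dosing: single dose, 3.0 µM nominal final compound concentration / Incubation: 6 min pre-incubation, 100 s read / Technique: Fluo-8 calcium dye fluorescence / Read-out: % activation vs EC15 and EC100 oxytocin / Benchmarks: EC15 oxytocin low, 75 nM oxytocin high / Replicates: singlicate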
M1 ag: activates human CHRM1 receptor. AID 588814. CHO-K1 hM1, Fluo-8 calcium fluorescence, agonist mode; 0% DMSO, 100% acetylcholine EC100. actives 0.33% (n = 360,000). P11229. activation, % at 3 µM;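 active = activation above the run's mean compound activation plus 3 SD, cut at about 16% in these data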;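 note: peak over basal fluorescence ratio within a 140 s kinetic read after compound addition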
Target sequence (P11229 whole entry, looked up): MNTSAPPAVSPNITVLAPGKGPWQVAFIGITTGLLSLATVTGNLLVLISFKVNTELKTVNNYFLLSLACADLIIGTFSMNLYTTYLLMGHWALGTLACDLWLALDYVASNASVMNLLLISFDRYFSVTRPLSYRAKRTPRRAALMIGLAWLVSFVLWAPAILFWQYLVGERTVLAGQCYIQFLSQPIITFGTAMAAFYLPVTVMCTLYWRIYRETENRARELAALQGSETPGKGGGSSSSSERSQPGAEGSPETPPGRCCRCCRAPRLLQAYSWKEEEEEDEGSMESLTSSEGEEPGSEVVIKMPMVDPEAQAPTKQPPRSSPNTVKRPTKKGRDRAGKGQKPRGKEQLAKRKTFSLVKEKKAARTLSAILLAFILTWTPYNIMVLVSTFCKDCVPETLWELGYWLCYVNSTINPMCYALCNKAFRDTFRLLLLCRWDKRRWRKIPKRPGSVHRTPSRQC
TAAR1 antag: antagonists of human TAAR1. Q96RJ0. CHO RD-HGA16 TAAR1, Fluo-8 calcium fluorescence, antagonist. inhibition, % at 3 µM. actives 1.5% (n = 360,000);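 active = inhibition above a per-plate cutoff, the mean inhibition of test compounds on that plate plus 3 SD, cut at about 49% in these data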;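 note: 0% = DMSO plus EC80 beta-PEA response and 100% = DMSO alone without agonist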
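test system = CHO RD-HGA16 cells bearing hTAAR1 | replication = singlicate | controls = DMSO-only wells and EC80 β-PEA-stimulated wells | reagent = EC80 β-phenethylamine stimulus | read-out basis = percent inhibition of PEA-evoked calcium signal, max/basal emission ratio | schedule = seeding 17-24 h prior, 75-min 37 °C, 30-min RT dye loading | signal = kinetic Fluo-8 calcium fluorescence measurement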
M1 PAM parental: nonselective activator or artifact in parental CHO-K1 calcium assay; activation, % at 3 µM; actives 0.02% (n = 360,000); ATP EC20, Fluo-8 calcium fluorescence; 0% at ATP EC20, 100% at ATP max;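 active = activation above the run cutoff, the mean activation of all test compounds plus 3 SD, cut at about 40% in these data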;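 note: peak over basal fluorescence ratio in a 140 s read after ATP addition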
CHO-K1 Ca antag: counter-screen for M1 antagonists: effect in parental CHO-K1 cells. ATP-induced calcium, Fluo-8 fluorescence. inhibition, % at 3 µM. actives 0.6% (n = 360,000). AID 602250;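 active = inhibition above a per-plate cutoff, the plate's mean sample inhibition plus 3 SD, cut at about 24% in these data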;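 note: 0% = DMSO plus EC80 ATP and 100% = DMSO alone without ATP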
CHO parental Ca: signal in parental CHO cells, OX1R antagonist counter-screen; parental CHO-K1, ATP-induced calcium, Fluo-8 fluorescence; inhibition, % at 5.6 µM; actives 0.63% (n = 330,000); AID 463079;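 active = inhibition above that plate's mean sample inhibition plus 3 SD, cut at about 26% in these data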;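 note: 0% = ATP-challenged DMSO wells and 100% = DMSO wells without ATP; some compounds past the cut are filed as inactive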
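material = parental CHO cells | also added = ATP as calcium-mobilizing challenge | dosing = single point at 5.6 µM | detection = intracellular calcium via Fluo-8 no-wash fluorescent dye | read-out = % inhibition | benchmarks = low control ATP plus DMSO, high control DMSO only | repeats = one well per compound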
The depositor's hits bear a star; / = no result given. The order is random (roughly 3.3% active in at least one column).

SMILES	V1aR counter	TAAR1 ag	M1 ag parental	OXTR potentiate	M1 ag	TAAR1 antag	M1 PAM parental	CHO-K1 Ca antag	CHO parental Ca
COCCCN(C(=O)c1ccc(-c2ccc(C(C)=O)cc2)o1)c1c(N)n(CC(C)C)c(=O)[nH]c1=O	/	1	0.3	/	-2	10	-9	-18	/
COCC(C)N=C1NN=C(c2cccs2)C(CC(=O)O)S1 (configuration not stated)	1.5	2	-0.1	-2	-15	4	10	-13	-3
Cc1cc(C)cc(NC(=S)NCc2ccncc2)c1	-0.5	0	0.2	-9	-2	-29	2	1	-8
O=C(N/N=C(\Cc1ncc[nH]1)c1ccccc1)c1ccncc1	2.3	2	0.1	5	-2	-15	1	8	-6
O=S(=O)(NCc1cccnc1)c1ccc(Cl)c(Cl)c1Cl	4.3	6	1.6	-17	0	-11	4	4	14
Clc1ccccc1-c1cccc2nccn12	/	0	2.4	/	0	-12	12	-12	/
CS(=O)(=O)c1ccccc1-c1nc(-c2ccc(C(F)(F)F)cc2)no1	0.3	0	2.1	-7	-5	-6	19	0	-20
CCn1c(SCC(=O)Nc2nc3ccc(OC)cc3s2)nc2c1c(=O)n(C)c(=O)n2C	4.2	18	2.0	-8	-6	16	-9	-3	-20
Cn1c(C(=O)OCC(=O)NCc2cccs2)cc2sccc21	0.3	25	0.4	0	4	-4	-3	12	0
CC(C)NC1=C(Cl)C(=O)c2ccccc2C1=O	-1.1	0	-0.7	2	-6	-5	5	-5	-4
c1cnc2c(Oc3ncnc4sccc34)cccc2c1	0.3	2	1.1	-9	-8	-16	15	-17	-7
CC1(C(=O)NC2CCCC2)CCC(=O)N1Cc1ccc2c(c1)OCO2 (configuration not stated)	-0.7	11	1.0	-10	-4	-2	18	-9	-14
COc1cccc(OCC(=O)NN=C2c3ccccc3-c3ccccc32)c1	0.5	15	-0.2	-2	-3	33	9	-3	-20
Cn1cc(-c2ccno2)c(C(=O)O)n1	2.7	4	-0.3	2	-6	1	-12	23	-7
CN(C)c1cccc(NC(=O)c2ccc(-c3ccc(F)c(F)c3)c3ccoc23)c1	/	-1	0.0	/	-1	-7	13	-9	/
Cc1ccc(N(CC(=O)O)S(C)(=O)=O)cc1	1.3	-1	0.0	-4	-3	2	3	3	-2
CC(=O)N1CCOc2ccc(S(=O)(=O)NCC3CCC(C(=O)Nc4ncccc4C)CC3)cc21 (configuration not stated)	0.6	1	5.3	6	-2	0	7	-12	1
CNC(=S)NC1CC2CCCC(C1)N2Cc1ccco1 (configuration not stated)	0.1	10	-0.1	-4	-9	9	-8	9	7
O=C(NNC(=O)c1cc(S(=O)(=O)N2CCOCC2)c(Cl)cc1Cl)c1ccccc1F	0.7	12	2.0	-5	-1	11	3	-6	-13
Cc1ccc(C)c(OCc2nnc(SCC(=O)NC(=O)NCc3ccco3)o2)c1	-0.9	0	1.8	-6	-6	-8	7	-10	-24
CC(C)(C)c1ccc(OCCCCCCN2CCNCC2)cc1	3.2	31	13	-5	-1	-38	21	-7	3
O=C(c1cc(-c2cccs2)nc2ccccc12)N1CCN(S(=O)(=O)c2ccccc2)CC1	3.8	23	5.7	-9	2	48	-8	13	-12
CC1CCCN(c2c([N+](=O)[O-])cc(C(=O)O)cc2[N+](=O)[O-])C1 (configuration not stated)	0.0	11	-0.2	-16	-2	-14	15	-12	-5
O=C(C(Cc1ccc(Cl)cc1)NS(=O)(=O)c1ccccc1)N1CC[C@@]2(O)CCCC[C@H]2C1 (some centres not stated)	0.8	19	1.9	-11	-3	26	13	-2	-13
O=C(/C=C/c1cccc([N+](=O)[O-])c1)OCC1CCCO1 (configuration not stated)	/	1	1.2	/	-3	-3	25	-12	/
C[C@H](NC(=O)[C@@H]1Cc2ccccc2CN1)C(=O)Nc1ccc2c(c1)OCO2	-0.3	3	0.8	-2	-5	-21	20	-10	-6
COc1cc2cc(C(c3nnnn3C3CCCC3)N3CCCCC3)c(=O)[nH]c2cc1OC (configuration not stated)	0.2	4	0.3	5	-1	13	12	-16	-1
COc1cc(OC)cc(C(=O)N[C@@H](CCSC)c2nc3ccccc3[nH]2)c1	0.2	6	1.5	-8	-5	2	-12	-1	-37
CC(C)[C@H](NC(=O)c1ccccc1)C(=O)Nc1cccc(S(=O)(=O)N2CCOCC2)c1	0.1	11	-0.6	-4	-9	-14	-10	13	-11
COc1ccc(C(=O)NC(Cc2c[nH]c3ccccc23)C(=O)O)cc1 (configuration not stated)	0.5	3	0.2	-2	0	-25	-5	6	-4
Cc1ccc(S(=O)(=O)Nc2cccc(C(=O)NCCN3CCOCC3)c2)cc1F	0.7	1	0.2	-3	-4	0	-24	2	-8
CC[C@]12c3[nH]c4cc(-c5ccco5)ccc4c3CCN1C(=O)[C@@H](CC(=O)NCc1ccco1)C[C@@H]2C(=O)N1CCN(C(=O)c2ccco2)CC1	/	1	1.6	/	-6	12	18	-14	-21
NC1=NC2(CCCCC2)N=C(Nc2ccc(Br)cc2)N1	-1.4	44*	1.5	0	-8	18	27	-20	2
COc1ccc(-c2csc(Nc3cc(C)ccn3)n2)cc1C	-0.5	-1	-0.7	-10	-4	-38	1	-11	-17
N#CC(c1ccc(Cl)cc1)c1ncc(C(F)(F)F)cc1Cl (configuration not stated)	-0.5	5	0.4	0	-3	15	7	-7	-19
CCc1c(O)cc2n(c1=O)-c1ccccc1C2(C)C	1.3	7	0.3	-6	-1	-9	13	13	-4
C[C@H](NC(=O)CCCOc1ccc(Cl)cc1Cl)c1nnc2ccccn12	-1.4	4	0.5	-2	-2	-19	-9	-4	3
Brc1ccc(N=Nc2ccc3ccccc3n2)cc1	-0.5	-1	0.9	1	-2	-21	29	-13	-16
COc1cccc(-c2cc(C(F)(F)F)n3ncc(C(=O)O)c3n2)c1	-0.5	3	0.0	-2	-2	-6	9	4	-5
Cc1cc(C(=O)N/N=C/c2ccc([N+](=O)[O-])s2)c2ccccc2n1	3.7	1	0.9	-11	-4	-5	21	-14	16

Ordered by length of the SMILES (highest first): part of the list above
SMILES	V1aR counter	TAAR1 ag	M1 ag parental	OXTR potentiate	M1 ag	TAAR1 antag	M1 PAM parental	CHO-K1 Ca antag	CHO parental Ca
O=C(C(Cc1ccc(Cl)cc1)NS(=O)(=O)c1ccccc1)N1CC[C@@]2(O)CCCC[C@H]2C1 (some centres not stated)	0.8	19	1.9	-11	-3	26	13	-2	-13
C[C@H](NC(=O)[C@@H]1Cc2ccccc2CN1)C(=O)Nc1ccc2c(c1)OCO2	-0.3	3	0.8	-2	-5	-21	20	-10	-6
COc1cc2cc(C(c3nnnn3C3CCCC3)N3CCCCC3)c(=O)[nH]c2cc1OC (configuration not stated)	0.2	4	0.3	5	-1	13	12	-16	-1
COc1cc(OC)cc(C(=O)N[C@@H](CCSC)c2nc3ccccc3[nH]2)c1	0.2	6	1.5	-8	-5	2	-12	-1	-37
Cc1cc(C(=O)N/N=C/c2ccc([N+](=O)[O-])s2)c2ccccc2n1	3.7	1	0.9	-11	-4	-5	21	-14	16
Cc1ccc(S(=O)(=O)Nc2cccc(C(=O)NCCN3CCOCC3)c2)cc1F	0.7	1	0.2	-3	-4	0	-24	2	-8
COc1ccc(C(=O)NC(Cc2c[nH]c3ccccc23)C(=O)O)cc1 (configuration not stated)	0.5	3	0.2	-2	0	-25	-5	6	-4
N#CC(c1ccc(Cl)cc1)c1ncc(C(F)(F)F)cc1Cl (configuration not stated)	-0.5	5	0.4	0	-3	15	7	-7	-19
COc1ccc(-c2csc(Nc3cc(C)ccn3)n2)cc1C	-0.5	-1	-0.7	-10	-4	-38	1	-11	-17
CC(C)(C)c1ccc(OCCCCCCN2CCNCC2)cc1	3.2	31	13	-5	-1	-38	21	-7	3
Brc1ccc(N=Nc2ccc3ccccc3n2)cc1	-0.5	-1	0.9	1	-2	-21	29	-13	-16

More entries.
SMILES	V1aR counter	TAAR1 ag	M1 ag parental	OXTR potentiate	M1 ag	TAAR1 antag	M1 PAM parental	CHO-K1 Ca antag	CHO parental Ca
Cc1ccc(N2CC(C(=O)Nc3ncc([N+](=O)[O-])s3)CC2=O)cc1 (configuration not stated)	10	4	7.7	-10	6	27	-8	-7	15
CC(C)Cc1ccc(-c2ccc3nccn3c2)cc1	/	1	-0.2	/	-2	-8	5	-10	/
CC(=O)Oc1c(S(=O)(=O)c2ccc(C)cc2)c(C)nn1C(C)(C)C	-0.8	5	1.1	-8	-2	-1	12	-5	-6
COc1ccccc1CNC(=O)COc1ccccc1C(=O)c1cnn(-c2ccccc2)c1	1.6	6	4.5	-12	-3	57*	9	-13	-5
CCn1c(Cc2c(C)[nH]c3ccccc23)nnc1SCC(N)=O	0.8	7	-0.2	-12	0	-15	5	4	2
Cn1c(N)c(C(=O)CSc2nnc(C3CC3)n2Cc2ccccc2)c(=O)n(C)c1=O	0.7	7	0.6	1	-7	-8	0	-4	-6
N#Cc1ccccc1Sc1ccccc1C(=O)NCC(c1ccco1)N1CCCCC1 (configuration not stated)	0.1	0	0.2	-2	-8	-2	-6	-20	-20
CC(=O)Oc1cc2c3c(c1)/C(=C1/SC(=S)NC1=O)C(=O)N3C(C)(C)C=C2C	0.2	-1	2.4	-12	0	31	-11	-7	-27
COc1cc2c(cc1NC(=O)c1cccnc1)oc1ccccc12	-0.3	3	0.9	-16	-3	19	25	-3	-26
C=CCn1c(SCc2ccccc2C#N)nnc1-c1cc(Br)ccc1O	13	20	9.1	-12	1	32	12	-2	17
CCCCNC(=O)C1(C)CCN1C(=O)CSc1ccccc1 (configuration not stated)	/	-1	0.0	/	-2	-10	2	-5	/
c1ccc2sc(NC3=NCN(C4CCCCC4)CN3)nc2c1	3.3	/	2.5	-6	-4	/	19	-5	-5
C/C(=N\O)C(=O)C(CN1CCCCC1)CN1CCCCC1	2.0	0	0.0	-2	-1	-1	-9	6	0
CCCC(=O)Nc1nnc(SCC(=O)NC2CC2)s1	0.2	12	-0.1	-8	-3	-13	7	-4	7
